High-throughput results as filed in PubChem.
Efflux pump mplx: antifungal efflux pump inhibition, Nile Red retention | inhibition, % at 10 µM | hit rate 0.44% among 330,000 | S. cerevisiae Candida pump triplex | AID 485275;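 active = plate passing quality check with inhibition over a set limit, or well fluorescence over plate mean plus 4 SD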;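 also: Nile Red retained in pooled yeast measured as flow cytometry median fluorescence; 0% = buffer negative control and 100% = Enniatin B positive control; higher means more Nile Red kept so more efflux inhibition; some compounds called inactive have numbers as strong as hits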
VLA-4 inh: inhibition in a human VLA-4 binding assay | VLA-4 expressing cells, ligand binding flow cytometry | hit rate 0.2% among 330,000 | inhibition, % (about 7 µM as worked out from the volumes in the protocol) | AID 2557 | P13612; in the data active = inhibition above about 50%
BCLXL inh: Bcl-xL (human) inhibition | AID 2129 | Q07817 | hit rate 0.7% among 320,000 | inhibition, % at 10.9 µM | GST-Bcl-xL / FITC-Bim BH3 peptide fluorescence polarization;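 active = inhibition above the mean of all tested compounds plus 3 SD, cutoff set per campaign, cut at about 30% in these data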;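 also: 0% = DMSO wells and 100% = unlabeled Bim-BH3 peptide competitor; inhibitors lower millipolarization by displacing the labeled peptide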
Target sequence (Q07817 whole entry, looked up): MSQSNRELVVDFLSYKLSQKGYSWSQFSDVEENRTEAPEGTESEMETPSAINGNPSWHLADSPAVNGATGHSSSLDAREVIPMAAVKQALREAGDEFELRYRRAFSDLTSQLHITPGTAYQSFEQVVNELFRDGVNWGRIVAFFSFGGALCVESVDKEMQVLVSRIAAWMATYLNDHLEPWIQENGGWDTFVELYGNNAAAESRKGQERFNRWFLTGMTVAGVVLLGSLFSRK
Fam108B counter: Fam108B inhibition, counter-screen for RBBP9 inhibitors. recombinant Fam108B, FP-Rh probe fluorescence polarization. inhibition, % at 9.51 µM. hit rate 0.33% among 300,000;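 active = inhibition above the screen mean inhibition plus 3 SD, computed separately per campaign, cut at about 18% in these data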;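 also: inhibitors lower polarization as less probe binds the enzyme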
GRK2 aptamer HTS: blocks RNA aptamer binding to human GRK2. inhibition of aptamer binding, % at 10 µM. bead flow cytometry, FAM-aptamer displacement from GRK2. hit rate 0.59% among 330,000. AID 488847;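 active = inhibition of aptamer binding above 40%, roughly 3 SD of noise, on plates passing a quality check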;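 also: median bead fluorescence of bound FAM aptamer so fluorescent compounds give negative values; no value below 0 was filed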
Target sequence (P25098 whole entry, looked up): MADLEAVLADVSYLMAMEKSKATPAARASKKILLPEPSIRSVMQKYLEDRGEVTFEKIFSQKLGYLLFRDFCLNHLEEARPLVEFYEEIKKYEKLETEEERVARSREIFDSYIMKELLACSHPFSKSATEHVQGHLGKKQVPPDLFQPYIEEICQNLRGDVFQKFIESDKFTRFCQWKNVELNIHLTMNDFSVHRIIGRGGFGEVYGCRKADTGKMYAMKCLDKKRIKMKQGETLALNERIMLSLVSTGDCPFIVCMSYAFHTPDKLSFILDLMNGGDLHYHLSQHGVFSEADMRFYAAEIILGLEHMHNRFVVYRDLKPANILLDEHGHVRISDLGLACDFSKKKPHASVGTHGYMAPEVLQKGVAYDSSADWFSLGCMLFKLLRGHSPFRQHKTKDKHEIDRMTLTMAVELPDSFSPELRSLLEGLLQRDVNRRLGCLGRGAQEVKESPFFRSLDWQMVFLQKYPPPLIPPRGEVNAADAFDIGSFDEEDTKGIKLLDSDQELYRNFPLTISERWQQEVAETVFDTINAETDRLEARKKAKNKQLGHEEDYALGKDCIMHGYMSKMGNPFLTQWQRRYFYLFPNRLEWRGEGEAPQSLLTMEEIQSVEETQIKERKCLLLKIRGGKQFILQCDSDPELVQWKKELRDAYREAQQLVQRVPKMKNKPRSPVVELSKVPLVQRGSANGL
MEX-5 binding: C. elegans MEX-5 TCR-2 RNA binding activity; Q9XUB2; MEX-5/FITC-TCR2 RNA binding, fluorescence polarization; active compounds read low; activity score (negative = inhibition of binding), % at 10 µM; hit rate 0.38% among 300,000;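 active = inhibition past about -25% in most replicates, and total fluorescence under double the plate's negative control median, limit read from the data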;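 also: 0% = DMSO and -100% = 5 µM competing unlabeled TCR2 RNA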
GLD-1 RNA inh: GLD-1-TGE RNA interaction inhibition (C. elegans); inhibition, % at 5.96 µM; purified GLD-1 + fluorescein TGE RNA, fluorescence polarization; hit rate 0.44% among 320,000; AID 2280;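 active = percent inhibition above a per-plate cutoff, the plate mean of test compounds plus 3 SD, cut at about 30% in these data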;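 also: 0% = DMSO wells with GLD-1 and probe and 100% = wells lacking GLD-1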
MCL1-BIM inh: MCL1-BIM-BH3 interaction inhibition (human). Q07820. GST-MCL1 / FITC-Bim-BH3 fluorescence polarization. hit rate 0.68% among 320,000. inhibition, % at 10.9 µM;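 active = inhibition above the mean inhibition of all tested compounds plus 3 SD, set per campaign, cut at about 40% in these data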;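 also: 0% = DMSO wells and 100% = unlabeled Bim-BH3 peptide control; higher means more loss of mP so more displacement of Bim peptide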
PME-1 primary: blocks human protein phosphatase methylesterase 1 | Q9Y570 | recombinant PME-1, FP-Rh probe fluorescence polarization | inhibition, % at 5.9 µM | hit rate 0.53% among 320,000;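 active = inhibition above the campaign mean of all compounds plus 3 SD, cut at about 26% in these data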;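 also: competitive labeling of PME-1 active site by serine hydrolase directed probe; 0% = PME-1 with DMSO and 100% = wells lacking PME-1 enzyme; inhibitors block probe labeling so polarization falls and inhibition rises; many of its hits are not listed in these tables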
* hit, by the source's call; / = no result given. Only part of the results is shown; count on the stated rates, not on these rows.

SMILES	Efflux pump mplx	VLA-4 inh	BCLXL inh	Fam108B counter	GRK2 aptamer HTS	MEX-5 binding	GLD-1 RNA inh	MCL1-BIM inh	PME-1 primary
COC(=O)CCC(=O)N(C)CC1CCCN(CCc2cccc(C(F)(F)F)c2)C1 (stereo not drawn)	0.0	4	6	-3	1	-0.2	6	14	-2
CNCCC=C1c2ccccc2CCc2ccccc21	-0.1	4	2	4	0	-2.1	-6	3	-3
CCc1c(C)nc2ncnn2c1Nc1ccc(C)cc1	-0.1	-2	3	2	0	0.5	-3	6	0
Cc1nc2c(n1C1CCCCC1)C(=O)c1ccccc1C2=O	-0.1	6	-5	0	0	-0.6	5	-3	2
CCOc1ccc(C/C(N)=N/n2cnnc2)cc1	0.0	1	9	2	0	-0.6	2	2	-2
O=C(CN(CCO)c1ccccc1)NC12CC3CC(CC(C3)C1)C2	0.0	-1	0	-1	3	1.1	2	-4	0
CCSc1ccccc1C(=O)NCc1cccnc1	0.1	39	4	-1	2	0.0	2	9	4
CCOC(=O)c1c(-c2ccc(-c3ccccc3)cc2)csc1NC(=O)CCN1CCOCC1	0.8	-32	-2	-5	5	1.6	1	-3	-5
CN(C)CCNC(=O)C(=O)C1C(=O)Nc2ccccc21 (stereo not drawn)	-0.1	11	5	-1	0	0.0	-5	12	0
C=CCNc1nc(-c2cccc(OC)c2O)nc2ccccc12	-0.1	-12	5	1	0	-1.2	2	9	5
COc1ccc(N2CCN(C(CNS(=O)(=O)c3cccs3)c3cccnc3)CC2)cc1 (stereo not drawn)	0.0	5	3	2	0	0.4	4	6	5
CC(=O)c1c(C)[nH]c(C(=O)OC(C)C(=O)Nc2cc(S(=O)(=O)N3CCCCC3)ccc2Cl)c1C (stereo not drawn)	0.5	0	-5	0	0	0.5	0	-2	9
CN1CCCC1CCNS(=O)(=O)c1ccc(Br)cc1 (stereo not drawn)	-0.1	-1	7	7	0	-1.0	4	11	-8
CC(C)CCN=CC1=C(O)CC(c2ccccc2)CC1=O (stereo not drawn)	0.0	9	0	0	4	1.6	-6	3	7
CCN(CC)CCNS(=O)(=O)c1ccc2c3c(cccc13)C(=O)N2	0.0	-3	2	0	3	-1.3	0	-1	0
Cc1cccc(C(=O)NCC2CCN(C(=O)c3cccc(C)c3)CC2)c1	-0.3	14	4	0	0	-2.9	7	8	5
O=C(N/N=C/c1cc(Br)cs1)c1c[nH]c2ccccc12	0.0	0	-2	-12	/	0.9	0	3	-47
O=S1(=O)CCOCCCN1Cc1cccc(F)c1	-0.1	6	6	-7	0	-4.6	1	3	-3
CCOC(=O)C(C)Sc1ccc2nnc(CCNS(=O)(=O)c3ccccc3)n2n1 (stereo not drawn)	-0.1	12	4	1	0	-2.3	-4	-2	4
Cc1cccc(S(=O)(=O)NNC(=O)c2sc(C)nc2C)c1	0.1	-7	5	3	4	-1.5	3	8	1
Cc1ccc(/C=N/N2CCN(C3c4ccccc4-c4ccccc43)CC2)s1	-0.3	19	7	4	0	0.6	2	5	-2
COc1ccccc1N1CCN(C(=O)c2cc(=O)c3cc(C)cc(C)c3o2)CC1	-0.1	37	5	2	1	4.2	5	1	-1
COc1cccc(N2CCN(Cc3cccnc3)CC2)c1	-0.3	4	0	-2	0	-0.4	-3	-7	-2
CN(C)S(=O)(=O)c1ccc(Cl)c(NC(=O)c2ccncc2)c1	0.0	-14	4	1	0	2.8	2	1	5
COCCNC(=O)c1ccc(Cl)c(Cl)c1	0.5	-136	0	0	0	0.3	-10	3	-1

Full records as entered above. Values in the order: Efflux pump mplx | VLA-4 inh | BCLXL inh | Fam108B counter | GRK2 aptamer HTS | MEX-5 binding | GLD-1 RNA inh | MCL1-BIM inh | PME-1 primary
Results for COc1cccc(N2CCN(Cc3cccnc3)CC2)c1 → -0.3 | 4 | 0 | -2 | 0 | -0.4 | -3 | -7 | -2
Results for CN(C)S(=O)(=O)c1ccc(Cl)c(NC(=O)c2ccncc2)c1 → 0.0 | -14 | 4 | 1 | 0 | 2.8 | 2 | 1 | 5

Later entries.
SMILES	Efflux pump mplx	VLA-4 inh	BCLXL inh	Fam108B counter	GRK2 aptamer HTS	MEX-5 binding	GLD-1 RNA inh	MCL1-BIM inh	PME-1 primary
O=[N+]([O-])c1cccc(-c2ccc(/C=N/Nc3nc(N4CCCCC4)nc(N4CCCCC4)n3)o2)c1	-0.2	-14	7	-5	3	-0.1	-1	-5	-2
O=C(Cc1ccc(Cl)cc1)NCC(=O)N1CCCCC1	-0.2	-3	1	0	2	1.5	-3	7	3
CC(C)Oc1ccc(C(=O)N(Cc2ccco2)C2CCS(=O)(=O)C2)cc1 (stereo not drawn)	0.0	-4	4	5	0	2.0	5	2	2
COc1ccc(-c2coc3cc(OC)cc(OC)c3c2=O)cc1	0.7	-1	2	0	0	-3.2	5	-2	3
O=C1[C@H]2[C@@H](/C=C/c3ccccc3)N3C(=O)CN(CC4CC4)C(=O)[C@@]3(Cc3ccccc3)[C@H]2C(=O)N1c1ccccc1	0.4	11	4	-3	1	3.0	-6	2	-6
CC(C)C(CO)NC(=O)CC(=O)NC(CO)C(C)C (stereo not drawn)	0.0	-9	2	-1	1	-1.3	6	1	-9
Cc1cc(C)c(NS(=O)(=O)c2ccc(NC(=O)CCC(=O)O)cc2)c(C)c1	0.1	-3	7	1	4	2.1	-1	8	1
COCC(=O)OCC(=O)Nc1cc(C)c(C)cc1[N+](=O)[O-]	0.0	18	3	-2	0	-2.6	0	4	2
Cc1csc(=Nc2ccccc2)n1CCCN1CCCC1=O	0.0	-11	0	2	0	0.5	0	11	7
N#C/C(=N\Nc1ccc(S(=O)(=O)N2CCOCC2)cc1)C(N)=S	-0.1	-5	9	4	2	-2.7	-5	-7	6
Cc1cc(NC(=O)CSC2=NS(=O)(=O)c3cc(F)ccc3N2)no1	-0.2	-53	2	0	0	0.1	-3	-3	-1
Cc1ccc(-c2nnn(CC(=O)N(CC(=O)NCC3CCCO3)c3ccccc3)n2)o1 (stereo not drawn)	-0.3	4	7	-1	0	-0.9	10	0	1
CN(C(=O)COC(=O)c1cccc(S(=O)(=O)N2CCCCCC2)c1)C1CCS(=O)(=O)C1 (stereo not drawn)	-0.2	-10	7	1	0	-0.6	3	5	1
O=c1oc2ccccc2c(NCc2ccccc2F)c1[N+](=O)[O-]	0.2	14	7	6	3	-2.1	11	3	4
CC1C=CCC2C(=O)N(c3ccc(OC(=O)c4ccco4)cc3)C(=O)C12 (stereo not drawn)	0.1	-8	-8	3	2	-0.8	0	-5	-2
COc1ccccc1OCCn1cc(C=O)c2ccccc21	0.1	4	/	/	1	0.8	/	/	/
Cn1nc([N+](=O)[O-])c(C(C#N)c2ccccn2)c(Cl)c1=O (stereo not drawn)	0.1	11	48*	7	6	-8.5	25	60*	8
O=C(O)C1CCc2sc3[nH]c(=S)n(-c4ccccc4)c(=O)c3c21 (stereo not drawn)	0.2	3	-3	-1	3	-5.0	7	-21	2
CC(C)CC(=O)c1c(O)c(C=O)c(O)c2c1O[C@@]1(C)[C@@H](C2)C[C@H]2C[C@@H]1C2(C)C	0.1	-6	/	/	0	/	6	/	/
Cc1ccc(C)c(N(CC(=O)NC2CCCCC2)C(=O)c2snc(C(N)=O)c2N)c1	-0.5	-2	4	0	3	0.6	-3	-2	0
Cc1ccnc(NC(=O)c2ccc(S(=O)(=O)N3CCC(C)CC3)cc2)c1	-0.1	6	2	2	0	-0.7	-1	6	2
COc1ccc(NC(=O)Nc2cccc(C(F)(F)F)c2)cn1	0.3	-1	9	-1	6	-1.4	22	-1	6
CCCn1ncc(CN2CCC(n3nccc3NC(=O)c3ccccc3Cl)CC2)c1C	-0.1	-3	-3	0	2	-2.8	-6	-1	0
Cc1cc(NC(=O)CS(=O)(=O)c2ccc(F)cc2)no1	-0.3	18	4	5	0	0.5	-2	-5	7
CCN(CC)c1ccc2c(Cl)cc(=O)oc2c1	0.4	-224	12	-13	0	-1.7	-5	5	-1

Next results:
SMILES	Efflux pump mplx	VLA-4 inh	BCLXL inh	Fam108B counter	GRK2 aptamer HTS	MEX-5 binding	GLD-1 RNA inh	MCL1-BIM inh	PME-1 primary
COc1ccc(CCNC(=O)CNCC2CCCO2)cc1OC (stereo not drawn)	-0.1	9	-2	-6	0	-1.8	-2	-3	-1
O=C(N/N=C/c1cccs1)c1cc(-c2cccc3ccccc23)n[nH]1	-0.1	7	0	-29	2	-0.2	7	7	-43
CCOc1cc(/C=N/NC(=O)c2cccnc2)ccc1OCC(N)=O	0.1	-7	1	-1	2	/	-17	-6	-1
O=C(COC(=O)c1ccc(Br)o1)NC12CC3CC(CC(C3)C1)C2	-0.4	-10	/	/	0	/	9	/	/
Cc1ccc(C(=O)N/N=C/c2cc(Br)ccc2O)cn1	-0.2	-1	6	0	73*	-0.8	8	13	-5
Cc1cc(C)c2[nH]c(=O)c(C(c3nnnn3CC3CCCO3)N3CCCC(C)C3)cc2c1 (stereo not drawn)	0.0	6	-2	0	3	-0.2	2	-3	-1
CC(=O)c1cccc(NC(=O)N2CCC(c3ccc(C)cc3)C2)c1 (stereo not drawn)	0.0	3	8	2	0	0.3	3	7	-2
Cc1ccc(-c2nnc(SCC#CCOC(=O)c3ccco3)o2)cc1	-0.1	-13	-2	-1	0	-1.7	5	-4	-5
O=[N+]([O-])c1ccccc1S(=O)(=O)n1cnc2ccccc21	-0.1	-24	3	8	3	-1.5	4	5	6
CC(=O)N(c1ccc(N(C(C)=O)S(=O)(=O)c2cccs2)cc1)S(=O)(=O)c1cccs1	-0.2	-19	9	-2	53*	-1.9	-2	6	15
Cc1ccc(Cl)cc1NC(=O)Nc1c(C)n(C)n(-c2ccccc2)c1=O	-0.1	2	1	3	0	-2.0	2	10	-2
CC1Cc2ccccc2N1C(=O)Cn1cnc2ccccc21 (stereo not drawn)	0.0	17	2	0	3	1.7	-2	0	0
Cc1ccc(-n2c(COc3ccccc3)n[nH]c2=S)cc1	0.1	15	-10	-4	0	-0.5	-2	-8	2
CC(C)(C)c1nnc(SCC(=O)c2ccccc2)n(N)c1=O	0.2	-10	-1	1	1	0.7	-1	3	3
CCCCC1=NN2CCS(=O)(=O)N=C2S1	0.0	-1	1	1	0	0.0	13	-2	-4
CC(C)(C)n1nnnc1C(c1cccs1)N(Cc1ccc(Cl)cc1)CC1CCCO1 (stereo not drawn)	0.1	0	1	-2	1	-0.4	6	2	-3
O=C1NC(=O)/C(=C\c2ccc(OCc3cccc([N+](=O)[O-])c3)cc2)N1	0.0	5	7	-2	0	-0.1	8	5	-4
COc1ccc(Cl)cc1S(=O)(=O)Nc1cccc(C(=O)O)c1	-0.1	-5	3	4	0	-2.4	6	6	-4
COc1ccc(N2CCN(S(=O)(=O)CCNC(=O)c3ccc(Br)o3)CC2)cc1	0.0	6	-6	1	0	-3.6	0	-1	1
CCCCNC(=O)N(O)C1N(/N=C/c2ccc(N(C)C)cc2)C(=S)SC1(C)C (stereo not drawn)	-0.1	-4	0	3	0	-0.6	-8	0	-3
Cc1ccc(CONC(=O)c2ccc(Cl)cc2)cc1	0.0	41	5	/	0	/	-2	11	-5
CCOC(=O)c1nn2c(C(F)(F)F)cc(-c3ccc(OC)cc3)nc2c1Br	0.7	2	8	-1	5	-6.2	-8	9	-2
O=C(NNC(=S)Nc1ccccc1)NNC(=S)Nc1ccccc1	0.0	1	-10	0	2	0.1	7	-1	-8
O=C1CC(N2CCN(c3ccccc3O)CC2)C(=O)N1Cc1ccccc1 (stereo not drawn)	0.1	10	3	3	0	1.6	-2	4	1
N#CC1=C(SCc2ccccc2)NC2=C(C(=O)CCC2)C1c1ccc2c(c1)OCO2 (stereo not drawn)	-0.2	0	7	4	0	1.0	12	7	-5
